High-throughput results (PubChem)
DT40 TDP1 CPT – growth inhibition of DT40 Tdp1-/-;hTDP1 cells with camptothecin (screen for TDP1 inhibitors) | AID 686979 | chicken DT40 Tdp1-/-;hTDP1 cells + 20 nM CPT, ATP luminescence, 48 h | 420,000 tested, 12% active | Potency, µM (highest dose often 46.2 µM), for inactives: at the highest dose activity change, negative = growth inhibition, most hits filed as inhibitors; further: nearly all actives have a fitted effect of over 55% in size
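Chicken DT40 Tdp1-/- cells complemented with human TDP1, 400 cells/well, exposed to compounds plus 20 nM camptothecin for at least 48 h at 37 C; viability read as ATP content by CellTiter-Glo luminescence.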
FEN1 inh – blocks human flap endonuclease 1; P39748; Recombinant FEN1 flap cleavage, fluorescence, 15 min; Potency, µM (top dose mostly 114 µM), for the others: at the highest dose activity change, negative = inhibition, most hits filed as inhibitors; 390,000 tested, 0.35% active; further: nearly all actives have a fitted effect of over 65% in size
Target sequence (P39748 whole entry, looked up): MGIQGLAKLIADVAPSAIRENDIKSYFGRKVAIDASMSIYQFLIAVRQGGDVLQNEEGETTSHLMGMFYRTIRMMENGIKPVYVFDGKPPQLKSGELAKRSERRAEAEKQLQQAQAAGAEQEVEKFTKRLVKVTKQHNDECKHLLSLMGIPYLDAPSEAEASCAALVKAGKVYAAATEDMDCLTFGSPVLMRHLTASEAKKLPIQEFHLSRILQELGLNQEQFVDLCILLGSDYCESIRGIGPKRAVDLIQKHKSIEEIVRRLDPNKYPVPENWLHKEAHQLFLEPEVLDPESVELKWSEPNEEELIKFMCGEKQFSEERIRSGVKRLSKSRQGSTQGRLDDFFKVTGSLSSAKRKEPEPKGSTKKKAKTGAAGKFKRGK
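Reaction started by adding substrate (50 nM final) to 10 nM enzyme after 15 min room-temperature compound preincubation. Reads at 0 and 15 min, with data normalized and fitted to a four-parameter Hill equation.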
N370S GC mod – N370S glucocerebrosidase modulation, Gaucher chaperone candidate; P04062; N370S GC spleen homogenate, 4MU-glucoside fluorescence; Potency, µM (top dose mostly 59.4 µM), for the others: at the highest dose activity change, negative = inhibition, usual class: inhibitors; 330,000 tested, 0.092% active;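 further: 0% = full enzyme activity and -100% = no enzyme basal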
* hit, by the source's call; ? = inconclusive; · = not tested or not shown; & = joins results of further samples; ! = repeats disagree; [ ] = remark or other dose. The call rests on the fitted dose curve; in most records, active means well fitted curve in the direction sought with a large enough effect; inconclusive means small, poorly fitted or top-dose-only effect, or another doubt; inactive means no such curve, though single readings can be large; an effect the other way counts as inactive or inconclusive. Unless noted, on the % scale 0 is the no-effect control and ±100 the full control effect; potency means the concentration at half of the fitted maximal effect. This is a subset (hit frequency here may not be typical).

no.	canonical_smiles	DT40 TDP1 CPT	FEN1 inh	N370S GC mod
1	Nc1c(C(=O)NCc2ccc3c(c2)OCO3)nnn1Cc1ccc(Br)cc1	9%	-5%	11%
2	CCOc1ccc(Sc2cc(C(=O)NCCc3ccc(OC)c(OC)c3)c3ccccc3n2)cc1	3.7µM*	-1%	·
3	O=C(O)CC(CNC(=O)C1CCCN1C(=O)OCc1ccccc1)c1ccccc1 (stereo unspecified)	4%	-12%	2%
4	CCOC(=O)C1(Cc2ccccc2)CCCN(C(=O)C=C(C)C)C1 (stereo unspecified)	?	0%	-7%
5	N#CCCn1cc(/C=C/C(=O)O)c(-c2ccc(F)cc2)n1	0%	1%	0%
6	COc1ccc(-c2n(CC(=O)OC3CC(C)CCC3C(C)C)c3ccccc3[n+]2C)cc1 (stereo unspecified)	0.46µM*	-2%	7%
7	COC(=O)C1=C(C(=O)OC)[C@@H]2N(C)c3ccc(OC)cc3[C@@]23C[C@@H](C(=O)OC)N(S(=O)(=O)c2ccc(OC)cc2)C3=N1	-13%	8%	5%[12.8 µM]
8	CC(C)c1ccc(NS(=O)(=O)c2ccc(-n3cccn3)cc2)cc1	?	?	?
9	O=C(C1CCCO1)N1CCN(S(=O)(=O)c2ccc(Cl)cc2)CC1 (stereo unspecified)	14%	7%	0%
10	CCOc1nc(Nc2ccc(Cl)cc2)nc(OCC)n1	-23%	12%	3%
11	Cc1ccc(Cl)cc1N(CC(=O)N1CCOCC1)S(C)(=O)=O	8%	23%	-4%
12	CC(C)(CO)NS(=O)(=O)c1ccc2c(c1)C(=NO)c1cc(S(=O)(=O)NC(C)(C)CO)ccc1-2	-17%	1%	-17%
13	COc1ccccc1N1CCN(C(=O)c2cc(-c3ccc(C)c(F)c3)on2)CC1	?	0%	·
14	CC(=O)c1c(C)[nH]c(C(=O)NCCC2=CCCCC2)c1C	-29%	-8%	7%
15	O=C(COC(=O)/C=C/c1ccccc1)NC1CCCC1	-15%	19%	·

Results in FEN1 inh and N370S GC mod (2 entries from above):
entry	mol	FEN1 inh	N370S GC mod
5	N#CCCn1cc(/C=C/C(=O)O)c(-c2ccc(F)cc2)n1	1%	0%
6	COc1ccc(-c2n(CC(=O)OC3CC(C)CCC3C(C)C)c3ccccc3[n+]2C)cc1 (stereo unspecified)	-2%	7%

More compounds.
no.	canonical_smiles	DT40 TDP1 CPT	FEN1 inh	N370S GC mod
16	O=C(NCc1ccc(F)cc1)c1ccc2c(O)c(S(=O)(=O)c3ccccc3)c(=O)[nH]c2c1	16%	17%	·
17	CCc1nn(CC(=O)NCc2ccco2)c(=O)c2cc3cc(F)ccc3n12	-1%	0%	·
18	Clc1ccc2c(N/N=C/c3ccc(Br)cc3)ccnc2c1	?	-16%	7%
19	COC(=O)C(C(=O)Nc1ccc(OC)cc1)C1CCCCCC1 (stereo unspecified)	?	10%	2%
20	CCOC(=O)c1nn(-c2ccc(Cl)cc2)cc1O	?	4%	-14%
21	O=C(O)c1[nH]c2ccc([N+](=O)[O-])cc2c1-c1ccccc1	-8%	?	3%
22	CC(C)CCN(Cc1ccco1)C(=O)Cn1ncc2c([nH]c3ccccc32)c1=O	?	16%	·
23	c1ccc(OCc2nn3c(-c4ccncc4)nnc3s2)cc1	-27%	-2%	-14%
24	C=CC[C@@H](CC(=O)N(CCO)Cc1ccccc1)C(=O)N[C@H](COC(=O)[C@@H](CC=C)Cc1ccc(F)cc1)c1ccccc1	15µM*	?	·
25	CN(c1ccc(OC(=O)c2ccc(-n3cncn3)c([N+](=O)[O-])c2)cc1)S(=O)(=O)c1ccccc1	-25%	6%	·
26	COc1ccc(CC(=O)NCc2nnc(SCC(=O)Nc3ccccc3)n2C)cc1	-5%	-6%	-25%
27	O=C(COC(=O)Cn1c(C(F)(F)F)nc2ccccc21)Nc1ccc2c(c1)OCCO2	-2%	-1%	·
28	N#C/C(=C\c1cccnc1)C(=O)NC1CCCCC1	?	5%	11%
29	CCCC(=O)N1CCN(c2ccc(NC(=O)c3cccs3)cc2)CC1	-7%	5%	-2%
30	O=C(CCC(=O)N1CCOc2ccc(Cl)cc21)NCCN1CCOCC1	4%	-8%	5%
31	COc1ccc(NC(=O)CCS(=O)(=O)c2cccc3nonc23)cc1	7%	-3%	2%
32	O=C(Nc1cccnc1)c1cccc(NC(=O)c2ccco2)c1	-13%	3%	-2%
33	O=c1[nH]c2ccc(S(=O)(=O)Nc3ccc(Cl)cc3)cc2o1	-12%	-8%	-9%
34	Cc1ccc2nc(N(CCCN(C)C)C(=O)CCc3ccccc3)sc2c1	?	-5%	?
35	CCC(C)C(=O)Nc1nc(-c2ccc3c(c2)NC(=O)CO3)cs1 (stereo unspecified)	?	0%	-7%
36	CCn1c(=O)c(C(=O)CN2CCCc3ccccc32)c(N)n(Cc2ccccc2)c1=O	?	-6%&-22%	-9%[2.35 µM]
37	O=C(c1cc(C2CC2)nn1-c1ccccc1)N1CCN(c2ccccc2O)CC1	?	-2%	·
38	COc1ccc(/C=C(\C#N)c2nc3ccccc3n2C)c(OC)c1	?	-19%	·
39	Cn1c(C(=O)Nc2ccc3c(c2)OCO3)cc2c(=O)n(C)c3ccccc3c21	-13%	-23%	10%
40	CCOC(=O)N1CCN(C(=O)c2cc(-n3cnnc3)ccc2Cl)CC1	1%	2%	2%
41	CNC(=O)c1cc(Nc2nnc(-c3ccc(O)cc3)c3ccccc23)ccc1OC	16µM*!	0%&-14%	-13%
42	CCn1c(Cc2ccccc2)nnc1SCc1cccc(C(=O)O)c1	-5%	6%	10%
43	CN1CCN(CC(=O)Nc2ccccc2Oc2ccccc2)CC1	3%	18%	-9%
44	Cc1ccc(N2C(=O)SC(Cc3ccccc3)C2=O)cc1 (stereo unspecified)	?	0%	7%
45	O=C(N/N=C/c1ccc(N2CCOCC2)cc1)C1COc2ccccc2O1 (stereo unspecified)	-8%	14%	-2%

Full records, quoted from the list. Order of values: DT40 TDP1 CPT | FEN1 inh | N370S GC mod
Entry for COC(=O)C(C(=O)Nc1ccc(OC)cc1)C1CCCCCC1 (stereo unspecified) : ? | 10% | 2%
Entry for CCC(C)C(=O)Nc1nc(-c2ccc3c(c2)NC(=O)CO3)cs1 (stereo unspecified) : ? | 0% | -7%
Entry for O=C(COC(=O)/C=C/c1ccccc1)NC1CCCC1 : -15% | 19% | ·
Entry for O=C(CCC(=O)N1CCOc2ccc(Cl)cc21)NCCN1CCOCC1 : 4% | -8% | 5%
Entry for CCOC(=O)c1nn(-c2ccc(Cl)cc2)cc1O : ? | 4% | -14%

(list continues)
no.	canonical_smiles	DT40 TDP1 CPT	FEN1 inh	N370S GC mod
46	COc1cccc(NC(=O)C2CC(=O)N(Cc3ccc(C)cc3)C2)c1 (stereo unspecified)	1%	15%	-2%
47	O=C(CCSc1ccccc1Cl)NNC(=O)c1ccncc1	4%	-1%	-3%
48	O=S(=O)(c1ccc(Br)cc1F)N1CC[C@H](O)C1	10%	0%	·
49	O=c1nc(N2CCCCC2)nc2n1CCO2	-2%	0%	-1%
50	CCCc1cc(=O)n2[nH]cc(-c3ccc(Cl)cc3)c2n1	5.8µM*	3%	0%
51	CCCNC(=O)c1onc(CSc2ccccn2)c1C(=O)NCCC	-9%	-2%	1%
52	COc1ccccc1C1NC(=O)NC(C)=C1C(=O)Nc1cccc(C)c1C (stereo unspecified)	1%	-3%	4%
53	Cc1ccc(CNC(=O)CC2C(=O)Nc3c2c(=O)n(C)c(=O)n3Cc2ccccc2)cc1 (stereo unspecified)	-3%	-4%	8%
54	COC(=O)c1ccc(COc2ccc(/C=C(\C#N)c3nc4ccccc4[nH]3)cc2OC)o1	7.3µM*	-11%	2%
55	COc1ccc2[nH]c(=O)c(CN(C(=O)c3ccco3)C(C)C)cc2c1	-1%	6%	?
56	CCN1CCN(C(=O)c2ccc(OC)c(S(=O)(=O)Nc3ccc(C)cc3)c2)CC1	2%	-6%	-2%
57	O=C(COC(=O)COc1ccccc1)NCCC1=CCCCC1	-2%	0%	·
58	COc1c(/C=N/Nc2ccc([N+](=O)[O-])cc2[N+](=O)[O-])c(C)nn1-c1ccccc1	?	-13%	4%
59	CCCCn1c(N)c(N(Cc2ccccc2OC)C(=O)CSCC(=O)Nc2ccc(C)cc2)c(=O)[nH]c1=O	18%	-5%	·
60	COC(=O)c1ccc(COc2ccccc2/C=N/NS(=O)(=O)c2ccccc2)cc1	?	-22%	22%
61	Cc1onc(-c2c(Cl)cccc2Cl)c1C(=O)N1CCc2ccccc2C1	?	-4%	11%
62	O=C(c1ccccc1)c1c[nH]c2cc3c(cc2c1=O)OCCO3	-24%	7%	-10%
63	COc1ccccc1-c1nc2c(c(SCC(=O)Nc3ccccc3F)n1)Cc1c(CO)cnc(C)c1O2	?	11%	·
64	CCn1cc(CN2CCCC(C(=O)c3ccc(-c4ccccc4)c(F)c3)C2)cn1 (stereo unspecified)	18µM*	-2%	-14%
65	CCOC(=O)N1CCc2c(sc3c2c(=O)n(Cc2ccccc2)c(=O)n3CC(=O)Nc2c(C)cccc2C)C1	?	16%	·
66	CCOC(=O)c1[nH]c2cc(OC)c(OC)cc2c1NC(=O)CCN1CCSCC1	0%	-1%	4%
67	CCC(C)(C)NS(=O)(=O)c1cc(-c2cc(C)no2)ccc1C	?	-9%	·
68	O=C(O)CN1C(=O)NC2(CCCc3ccccc32)C1=O (stereo unspecified)	16%	-2%	0%
69	CN1C(=O)CSc2ccc(NC(=O)NCc3ccco3)cc21	-23%	-9%	3%
70	Cc1c(-n2cc(C(=O)c3ccccc3O)cc(C#N)c2=O)c(=O)n(-c2ccccc2)n1C	-11%	-12%	-9%
71	Cc1csc(CN(C)C(=O)c2cn(Cc3cccc4ccccc34)nn2)n1	?	16%	4%
72	CC(C)Cc1nc(N2CCN(C(=O)c3ccco3)CC2)c(C#N)c2c1CCCC2	23µM*	-8%	1%
73	Cc1cc(C)n(CC(=O)NCc2cc(-c3nn(C)c(=O)c4ccccc34)ccc2C)n1	?	6%	-14%
74	COc1ccc2[nH]cc(CCNC(=O)c3cnn(-c4ccc(C)cc4)c3C3CCN(C(=O)OC(C)(C)C)CC3)c2c1	9.2µM*	3%	·
75	CCOC(=O)/C=C1/SCC(=O)N1CC(=O)c1ccc[nH]1	0%	12%	·
76	Nc1ccc(C(=O)N/N=C\C=C\c2ccc([N+](=O)[O-])cc2)cc1	-3%	-4%	-16%
77	CCN1CCOC(=O)C1CC(=O)Nc1ccc(C)c(Cl)c1 (stereo unspecified)	7.3µM*	-5%	·
78	Cc1cccc(C)c1NC1=NC(C)(C)N=C(N)N1	-5%	5%	0%
79	COc1ccc(S(=O)(=O)N2CCCCCC2)cc1C(=O)N(C)CC(=O)Nc1c(Cl)cccc1Cl	?	1%	-2%
80	CC(C)Cn1c(N)c(C(=O)COC(=O)c2ccncc2)c(=O)n(C)c1=O	-21%	2%	5%
81	CCc1cccc(NC(=O)C(c2ccccc2)N2Cc3ccccc3C2=O)c1 (stereo unspecified)	?	-15%	·
82	C/C(=N\Nc1nncc2ccccc12)c1ccc(OCC(=O)N(C)C)cc1	?	-11%	-11%
83	O=C(N1CCOCC1)N1CCN(S(=O)(=O)c2ccc(F)cc2)CC1	-5%	16%	-13%
84	O=C(Nc1cccn2ncnc12)C(F)(F)F	-4%	-7%	-1%
85	CC(=O)c1ccc(NC(=O)C2CCCN(S(=O)(=O)c3cccc4nonc34)C2)cc1 (stereo unspecified)	-14%	-15%	2%
86	CCn1c(SCc2ccccc2)nc2c1c(=O)[nH]c(=O)n2C	?	-16%	22%
87	COc1ccc([N+](=O)[O-])cc1NC(=O)CSc1nncn1-c1ccccc1	-3%	-14%	4%
88	Cc1ccccc1OC(C)C(=O)Nc1ccc2c(c1)OCO2 (stereo unspecified)	-10%	-9%	9%
89	COc1cccc(N2CCN(C(=O)c3cc4c(s3)-c3ccccc3OC4)CC2)c1	-26%	8%&-4%	0%
90	CC(C)(C)NC(=O)COC(=O)c1ccccc1C(=O)c1ccccc1	?	6%	14%
91	O=S(=O)(/C=C/c1cccc(Br)c1)N1CCOCC1	-20%	9%	-1%
92	Cc1csc(NC(=O)c2ccc(S(=O)(=O)N3CCN(C)CC3)cc2)n1	-16%	16%	-1%
93	CC(C)CNC(=O)N1c2ccccc2Sc2ccccc21	-3%	-4%	10%
94	COc1cc(OC)cc(C(=O)NCC(=O)OCC(=O)c2cc(OC)ccc2OC)c1	-12%	-4%	27%
95	Cc1ccc(NC(=O)CSc2nnc(-c3cccnc3)n2-c2ccc(C)cc2)cc1	-28%	-11%	-4%
96	O=C(Nc1ccccc1)C1=C[C@@H](c2ccc(Br)cc2)C[C@@H](OCCCCO)O1	?	-20%	-12%
97	CCCCCc1ccc(CC(=O)N2CCOCC2)cc1	?	18%	0%
98	COc1ccccc1C(=O)OCC(=O)Nc1cccc(S(=O)(=O)N2CCCC2)c1	-16%	-13%	-18%
99	O=C(C[n+]1cccc(NC(=O)c2ccccc2)c1)c1ccc(NC(=O)c2ccccc2)cc1	23µM*	4%	-30%
